Screening results (PubChem)
Rab9 promoter act: activates the Rab9 promoter; Huh7 Rab9 promoter-luciferase reporter, luminescence, 24 h; Potency, µM (highest dose often 9.22 µM), for inactives: at the highest dose activation, negative = inhibition, hits mostly activators; 320,000 tested, 2.8% active; AID 485297; further: potency means the concentration at half of the fitted maximal effect; % of control where 0% means no effect; nearly all actives have a fitted effect of over 60% in size
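Cells were plated at 1500 per well in reduced-serum medium with 10% FBS and left 2 h. Compound in DMSO was then added for 24 h at 37 °C. Reporter signal was read by luminescence after 10 min with luciferase detection reagent.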
Menin-MLL TR inh: menin-MLL binding inhibition, Texas Red mutant peptide; O00255; Menin + Texas Red MLL mutant peptide, fluorescence polarization; Potency, µM (series often up to 61.6 µM), without a hit: at the top dose FP activity change, negative = inhibition, most hits filed as inhibitors; 270,000 tested, 0.23% active; AID 1768; active means well fitted inhibition curve with a large enough effect in the polarisation, with a control signal flat, not every such curve was filed as active; inconclusive means small, poorly fitted or top-dose-only effect, or effect the other way, or a change in a side signal; inactive means no such curve, though single readings can be large or run the other way; the % refers to the polarisation; further: potency means the concentration at half of the fitted maximal effect; % of control where 0% means no effect; many of its hits are not listed in these tables
Target sequence (O00255 whole entry, looked up): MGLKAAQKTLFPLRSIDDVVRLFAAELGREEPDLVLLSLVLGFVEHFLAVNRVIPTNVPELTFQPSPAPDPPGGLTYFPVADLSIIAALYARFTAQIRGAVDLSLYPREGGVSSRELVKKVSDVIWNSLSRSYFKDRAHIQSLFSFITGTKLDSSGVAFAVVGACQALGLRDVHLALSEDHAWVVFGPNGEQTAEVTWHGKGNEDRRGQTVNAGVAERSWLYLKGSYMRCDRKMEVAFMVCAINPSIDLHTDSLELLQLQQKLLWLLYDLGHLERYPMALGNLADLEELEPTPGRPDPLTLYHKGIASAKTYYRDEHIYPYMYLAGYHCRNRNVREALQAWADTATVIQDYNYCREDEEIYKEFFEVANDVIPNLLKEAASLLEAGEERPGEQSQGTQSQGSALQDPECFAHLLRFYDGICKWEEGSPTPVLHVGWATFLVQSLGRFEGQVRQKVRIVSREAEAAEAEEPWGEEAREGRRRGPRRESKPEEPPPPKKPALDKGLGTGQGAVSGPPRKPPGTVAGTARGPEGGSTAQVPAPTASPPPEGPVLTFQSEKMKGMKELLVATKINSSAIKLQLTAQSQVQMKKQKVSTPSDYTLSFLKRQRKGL
Mito fusion act: blocks mitochondrial division or promotes mitochondrial fusion. S. cerevisiae fusion-defective mutant growth rescue, CellTiterGlo 48 h. Potency, µM (highest dose often 46.1 µM), for the others: top-dose growth rescue (activation), hits mostly activators. 320,000 tested, 0.23% active. AID 485298;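 further: potency means the concentration at half of the fitted maximal effect; % of control where 0% means no effect; nearly all actives have a fitted effect of over 45% in size; temperature-sensitive fusion mutants such as fzo1-1 at 37 °C on non-fermentable ethanol glycerol medium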
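Temperature-sensitive fusion-defective S. cerevisiae (e.g. fzo1-1, mgm1-5) were grown with compound in YPEG medium (3% ethanol, 3% glycerol) for 48 hours at 37C. Growth rescue was measured as viability by CellTiterGlo luminescence after 10 minutes at ambient.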
FLuc counter: firefly luciferase modulation, counter-screen for miR-21 project | 360,000 tested, 6.9% active | Potency, µM (series often up to 57.5 µM), for the others: at the top dose activity change, negative = inhibition, usual class: inhibitors | AID 588342 | purified FLuc, Km substrates, luminescence inhibition;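 further: potency means the concentration at half of the fitted maximal effect; plate controls were vehicle for no effect and reference inhibitor for full effect; nearly all actives have a fitted effect of over 55% in size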
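Purified P. pyralis luciferase, 10 nM final, with Km-level 10 uM D-luciferin and 10 uM ATP in 50 mM Tris acetate pH 7.5, 10 mM Mg acetate, 0.01% Tween-20, 0.05% BSA; 6-point qHTS titration about 60 µM downward; luminescence read.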
ELG1 repair inh: blocks ELG1-dependent DNA repair in HEK293T cells; HEK293T ELG1-luciferase reporter, luminescence, 16 h; DNA damage induced by 5-fluorouridine; Potency, µM (doses to about 46.1 µM), for inactives: top-dose activity change, negative = inhibition, hits mostly inhibitors; 330,000 tested, 2.3% active; AID 504467; further: potency means the concentration at half of the fitted maximal effect; on the % scale 0 is the no-effect control and ±100 the full control effect; nearly all actives have a fitted effect of over 55% in size
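Step one: seed 2,000 cells per well. Step two: pin-transfer compound or DMSO alongside 5-fluorouridine. Step three: incubate 16 hr, 37 °C, 5% CO2. Step four: add ONE-Glo, wait 30 min, read luminescence.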
NPC1 prom act: activates the NPC1 promoter. AID 485313. Potency, µM (highest dose often 9.22 µM), for the others: at the top dose activation, usual class: activators. Huh7 NPC1 promoter luciferase reporter, 24 h. 320,000 tested, 2.4% active;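 further: potency means the concentration at half of the fitted maximal effect; % of control where 0% means no effect; nearly all actives have a fitted effect of over 60% in size; reporter is driven by a mutant NPC1 promoter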
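Stable NPC1-promoter luciferase Huh7 line; cpd (DMSO) 24 h, 37 °C, 5% CO2; Amplite luciferase reagent 10 min RT; luminescence readout. qHTS format.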
PKM2 activator: PKM2 (human) enzyme activation; AID 1631; purified PKM2, Kinase-Glo ATP luminescence, activation; response scale: 0% is enzyme alone, no compound; Potency, µM (titrated, usually from 57.5 µM), inactives show top-dose activation, hits mostly activators; 260,000 tested, 0.34% active; P14618; further: potency means the concentration at half of the fitted maximal effect; on the % scale 0 is the no-effect control and ±100 the full control effect; nearly all actives have a fitted effect of over 55% in size
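Purified hPK-M2 (>95% pure) converted ADP (0.1 mM final) to ATP with 0.5 mM PEP in 50 mM imidazole pH7.2, KCl, MgCl2, Tween 20, BSA; 1 h at room temperature. ATP detected by Kinase-Glo luminescence.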
Gal4-VP16 FLuc: inhibits Gal4-VP16 luciferase reporter, ROR gamma counter-screen; Drosophila S2 Gal4-VP16 UAS-luciferase, luminescence, 20 h; Potency, µM (titrated, usually from 53.6 µM), without a hit: at the highest dose activity, negative = inhibition, usual class: inhibitors; 310,000 tested, 3.5% active;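 further: Gal4-VP16 expression switched on by copper sulfate through the metallothionein promoter; potency means the concentration at half of the fitted maximal effect; on the % scale 0 is the no-effect control and ±100 the full control effect; nearly all actives have a fitted effect of over 50% in size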
MBNL1 CUG block: MBNL1-poly(CUG) RNA binding inhibition; Potency, µM (highest dose often 57.5 µM), for inactives: at the highest dose activity change, negative = inhibition, most hits filed as inhibitors; TR-FRET MBNL1-His/biotin-(CUG)12 binding, 665/545 ratio; AID 2675; 280,000 tested, 0.036% active; Q9NR56; active means well fitted inhibition curve with a large enough effect in the signal ratio, with a control signal flat, not every such curve was filed as active; inconclusive means small, poorly fitted or top-dose-only effect, or effect the other way, or a change in a side signal; inactive means no such curve, though single readings can be large or run the other way; the % refers to the signal ratio; further: potency means the concentration at half of the fitted maximal effect; on the % scale 0 is the no-effect control and ±100 the full control effect
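His-tagged MBNL1 binding to biotinylated (CUG)12 RNA was measured by TR-FRET using terbium anti-His antibody (0.055 ng/ul final) and streptavidin-XL665 (5 nM final). Compounds were titrated 92 nM to 58 uM; 60 min at room temperature.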
RORgamma inh: blocks mouse ROR gamma transcriptional activity; P51450; Drosophila S2 Gal4-RORgamma UAS-luciferase reporter, 20 h; Potency, µM (titrated, usually from 53.6 µM), inactives show at the top dose activity change, negative = inhibition, actives largely listed as inhibitors; 310,000 tested, 5.4% active; further: potency means the concentration at half of the fitted maximal effect; on the % scale 0 is the no-effect control and ±100 the full control effect; nearly all actives have a fitted effect of over 60% in size
Target sequence (P51450 whole entry, looked up, the tested form may be a part): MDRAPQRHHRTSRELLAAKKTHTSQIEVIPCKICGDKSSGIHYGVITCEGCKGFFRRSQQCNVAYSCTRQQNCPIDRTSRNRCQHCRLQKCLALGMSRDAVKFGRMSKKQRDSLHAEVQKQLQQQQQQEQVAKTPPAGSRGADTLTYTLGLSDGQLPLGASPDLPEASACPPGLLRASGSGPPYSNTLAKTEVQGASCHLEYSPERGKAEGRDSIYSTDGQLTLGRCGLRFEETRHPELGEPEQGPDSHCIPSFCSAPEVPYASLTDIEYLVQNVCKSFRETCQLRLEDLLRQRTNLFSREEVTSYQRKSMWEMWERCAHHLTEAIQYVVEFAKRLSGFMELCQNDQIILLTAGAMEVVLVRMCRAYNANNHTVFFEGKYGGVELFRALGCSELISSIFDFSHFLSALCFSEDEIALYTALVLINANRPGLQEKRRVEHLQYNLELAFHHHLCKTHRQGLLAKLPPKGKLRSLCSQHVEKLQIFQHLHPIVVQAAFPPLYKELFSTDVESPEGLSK
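Drosophila S2 cells stably expressing Gal4-DBD/mouse RORγ fusion under metallothionein promoter plus UAS-luciferase; compound 1 h, then 700 uM CuSO4 induction for 20 h at ambient temperature; inhibition read as reduced luminescence.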
KCNH2 3.1 inh: blocks the human KCNH2 3.1 channel isoform | U2OS KCNH2 3.1, thallium flux FluxOr; stronger effect = lower value | activity change, % (tested at about 1.8 µM) | 340,000 tested, 0.95% active | AID 720553;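 active means maximum activity change below -70%; inconclusive means maximum activity change from -70% to -50%; inactive means maximum activity change above -50%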;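 further: thallium influx rate constant from kinetic fluorescence after stimulation buffer; on the % scale 0 is the no-effect control and ±100 the full control effect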
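U2OS cells transduced with KCNH2 3.1 mutant virus (1.77 x 10^8 /mL, 4 h), plated overnight at 37 C, loaded 45 min with FluxOr dye plus Red40 quencher. Thallium flux rate constant from kinetic reads after stimulation buffer, normalised to controls.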
The depositor's hits bear a star; ? = inconclusive; . = no result given; [ ] = dose if it differs, or a comment. Unless noted, the call rests on the fitted dose curve; in most records, active means well fitted curve in the direction sought with a large enough effect; inconclusive means small, poorly fitted or top-dose-only effect, or another doubt; inactive means no such curve, though single readings can be large; an effect the other way counts as inactive or inconclusive. A portion of the library (hit frequency here may not be typical).

SMILES	Rab9 promoter act	Menin-MLL TR inh	Mito fusion act	FLuc counter	ELG1 repair inh	NPC1 prom act	PKM2 activator	Gal4-VP16 FLuc	MBNL1 CUG block	RORgamma inh	KCNH2 3.1 inh
COc1cccc(-c2nc(CCl)cs2)c1	5.6%	-10.5%	-2.5%	26.9µM*	5.5%	-4.8%	-6.1%	-2.6%	.	4.5%	1.0
COC(=O)C1=C(C)NC(=O)/C1=C/c1ccc(CNS(=O)(=O)c2ccc(C)cc2)o1	4.3%	0.8%	-2.2%	2.4%	-19.7%	0.9%	3.4%	1.2%	3.9%	-5.3%	9.9
CCN1CC2([N+](=O)[O-])CC=C(OC)C([N+](=O)[O-])(C1)C2 (stereo unspecified)	-7.8%	15.6%	-2.0%	7.0%	-3.0%	-2.4%	9.9%	-3.6%	-8.0%	-8.0%	-1.0
COC1=C/C(=C/c2c(N)n3nc(CC(=O)N4CCCCC4)sc3nc2=O)C=CC1=O	9.2%	20.5%	-13.6%	-13.2%	6.5%	-2.2%	-12.1%	-6.4%	9.5%	-5.2%	0.2
COc1cccc(C(=O)OCC(=O)Nc2ccccc2N2CCOCC2)c1	8.0%	3.2%	8.9%	2.8%	-12.1%	-9.2%	1.6%	-16.1%	-1.5%	16.1%	-9.7
O=C(NCc1ccccc1)c1ccc(-c2ccccc2F)o1	?	6.4%	20.9%	13.5µM*	?	26.1%	2.3%	15.0%	-12.7%	40.9%	-7.2
CN(C)c1ccc(NC(=O)c2cnsn2)cc1	?	12.0%	-1.3%	3.01µM*	?	?	-34.3%	10µM*	-5.7%	10µM*	1.5
CCn1cc(/C=C(\NC(=O)c2ccc(OC)c(OC)c2)C(=O)NCCN2CCOCC2)c2ccccc21	?	49.9%[activator]	-0.7%	2.6%	-13.2%	-0.9%	.	-10.9%	?	4.5%	14.1
CC1CCN(c2c(NCC3CCC(C(=O)NCCc4ccccc4)CC3)c(=O)c2=O)CC1 (stereo unspecified)	-4.0%	4.4%	-4.6%	-1.1%	-15.0%	-1.0%	-2.0%	-12.2%	1.3%	-2.2%	11.2
CCOC(=O)C1(Cc2cccc(OC)c2)CCCN(Cc2cc(OC)c(O)c(OC)c2)C1 (stereo unspecified)	7.0%	2.9%	-3.0%	-2.5%	-16.2%	3.8%	8.5%	9.0%	1.4%	-16.8%	-193.4*
COC(=O)c1ccc(NC(=O)C(=O)N2CCN(C(=S)Nc3ccccc3OC)CC2)cc1	1.2%	-8.9%	0.7%	-0.9%	-4.8%	-0.7%	6.8%	0.1%	-0.3%	2.4%	-14.7
O=C(CSc1nc(=O)n2ccccc2n1)OCc1ccccc1	-0.8%	.	6.0%	2.3%	10.0%	5.0%	.	.	.	.	-16.6
CC(=O)Nc1cccc(NC(=O)c2ccc3c(c2)CCN3S(C)(=O)=O)c1	0.1%	0.4%	-10.5%	?	-20.3%	0.5%	.	-2.7%	-4.9%	-13.8%	-10.4
CN(C)S(=O)(=O)c1ccc(Nc2nc(C3CC3)nc3c2nnn3Cc2ccccc2Cl)cc1	-30.3%[inhibitor]	7.1%	21.0%	7.1%	?	-27.4%	4.0%	3.98µM*	-18.3%	-33.1%	-26.1
Cc1nc2sc(C(=O)Nc3ccccc3)c(N)c2c(C)c1[N+](=O)[O-]	4.47µM*	2.1%	2.6%	?	?	3.16µM*	-3.4%	?	0.4%	41.4%	31.7
Cc1ccc(C(=O)Nc2c(-c3cccs3)nc3cc(C)ccn23)cc1	-1.4%	-14.0%	5.8%	4.6%	-0.1%	-4.1%	-11.7%	9.6%	-4.4%	18.6%	-2.1
Cc1cc(=O)oc2cc(OCC(O)CN3CCN(c4ccccc4)CC3)ccc12 (stereo unspecified)	-2.4%	-10.9%	3.1%	5.2%	-0.8%	-4.0%	-3.1%	-11.5%	-11.9%	17.9%	-14.2
CCn1c(CN2CCN(c3cccc(C)c3C)CC2)n[nH]c1=S	-1.3%	11.8%	24.9%	-3.0%	-0.8%	-4.0%	0.5%	7.08µM*	10.5%	3.98µM*	-7.2
CN1C(=S)SC(/[N+]([O-])=C\c2cccs2)C1(C)C (stereo unspecified)	13.0%	-0.2%	-4.5%	-0.6%	-2.3%	4.7%	-5.1%	-2.4%	?	8.6%	1.2
CC(C)N=C1NN=C(c2ccc(Cl)c(Cl)c2)CS1	0.355µM*	30.2%[activator]	1.1%	3.38µM*	?	1.41µM*	0.1%	?	3.2%	10µM*	6.7
CCc1ccc(NC(=O)Nc2ccc3c(c2)CCC3)cc1	?	.	-0.7%	-4.6%	?	?	-1.8%	-1.3%	-3.8%	-2.0%	-8.0
COC(=O)c1ccc(CSc2ncn[nH]2)o1	1.5%	6.3%	4.6%	2.5%	6.2%	-2.3%	2.0%	2.0%	-3.6%	-6.8%	20.0
Cc1ccc2nc(NC(=O)c3ccccc3F)sc2c1	?	?	-5.3%	0.477µM*	?	0.316µM*	-0.7%	7.08µM*	53.7%[activator]	1.26µM*	9.8
O=C(Nc1ccc2sc3ccccc3c(=O)c2c1)c1ccccc1Cl	2.82µM*	?	4.9%	2.13µM*	?	3.16µM*	-6.5%	-21.4%	2.3%	-10.8%	-4.7
Fc1cccc(-c2cc3nc4c(c(N5CCC6(CC5)OCCO6)n3n2)CCCC4)c1	-0.2%	1.7%	18.4%	15.1µM*	?	-1.4%	6.3%	13.0%	-2.8%	4.7%	4.5
Cc1ccc(S(=O)(=O)NCCS(=O)(=O)N2CCN(c3ccc(F)cc3)CC2)cc1	-4.7%	.	-2.9%	0.4%	0.2%	-5.6%	.	.	.	.	-7.0
c1ccc(Oc2cc(-c3ccccc3)ncn2)cc1	?	-25.4%	-1.6%	15.1µM*	?	?	-0.5%	?	2.0%	19.0%	10.0
Cc1cc(C)cc(N2C(=O)C3CCCN3C2=S)c1 (stereo unspecified)	-6.8%	-11.3%	7.7%	1.8%	-12.6%	-1.2%	.	-2.4%	-8.3%	-0.3%	0.9
N#CCSc1nnc(-c2ccccc2)c(-c2ccccc2)n1	0.2%	6.2%	-6.3%	5.8%	-15.6%	-3.8%	0.0%	-0.2%	?	1.2%	-11.3
COCCNC(=O)/C(C#N)=C/C(C)=C/c1ccccc1	-1.6%	4.3%	3.7%	?	?	0.8%	-1.6%	8.2%	.	-11.5%	16.1
Cn1c(=O)c(C(=O)CN2CCN(Cc3ccc4c(c3)OCO4)CC2)c(N)n(Cc2ccccc2)c1=O	-4.3%	.	2.2%	0.9%	?	2.9%	1.6%	-0.9%	.	5.2%	-6.1
Cc1cccc(NC(=S)N(C)Cc2cn(C)c3ccccc23)c1	-6.8%	17.7%	4.2%	1.8%	?	-3.1%	-14.0%	?	.	?	-12.1
COc1cccc(CNC(=O)C2CC(=O)N(C3CCCCCCC3)C2)c1 (stereo unspecified)	5.5%	-12.8%	1.6%	0.2%	4.5%	-0.2%	.	-6.7%	-0.5%	5.5%	-16.4
COc1ccc(CCNc2ncnc3sccc23)cc1OC	-37.5%[inhibitor]	7.7%	-2.5%	-4.2%	0.291µM*	-40.5%[inhibitor]	.	0.631µM*	-1.3%	?	2.0
OCCN1CCN(CC(O)COc2ccc3c(c2)OCO3)CC1 (stereo unspecified)	0.7%	3.1%	-3.0%	4.3%	8.0%	-0.2%	-1.2%	-6.8%	12.0%	-14.1%	2.7
Cc1ccsc1C(=O)OCC(=O)N(C)c1c(N)n(Cc2ccccc2)c(=O)[nH]c1=O	-5.9%	.	-6.4%	3.9%	15.5%	-5.9%	.	.	.	.	9.8
CCCCc1c(C)c2ccc(OCC(C)=O)cc2oc1=O	2.82µM*	5.6%	12.0%	19µM*	?	3.16µM*	-4.6%	?	7.8%	?	-2.1
